UDG counter – counter-screen for AID inhibitors: uracil-DNA glycosylase inhibition; FRET deamination/UDG coupled assay, UDG read, 4 h; Potency, µM (series often up to 115 µM), for the others: at the highest dose activity change, negative = inhibition, most hits filed as inhibitors; 0.14% of 91,000 active; note: nearly all actives have a fitted effect of over 65% in size
AID inh – inhibitors of human activation induced cytidine deaminase | 0.32% of 91,000 active | AID deamination FRET fluorescence, UDG-coupled, 4 h | Potency, µM (doses to about 115 µM), inactives show at the highest dose activity change, negative = inhibition, usual class: inhibitors; note: nearly all actives have a fitted effect of over 25% in size
Target sequence (Q9GZX7 whole entry, looked up): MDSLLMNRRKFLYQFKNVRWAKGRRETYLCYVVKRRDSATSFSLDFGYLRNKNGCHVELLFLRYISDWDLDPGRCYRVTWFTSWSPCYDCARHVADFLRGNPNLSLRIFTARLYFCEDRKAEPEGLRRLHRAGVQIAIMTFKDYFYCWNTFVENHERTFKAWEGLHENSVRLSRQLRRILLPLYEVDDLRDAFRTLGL
Active calls of the source: *; ? = inconclusive; [ ] = remark or other dose. Calls come from the whole dose curve; as a rule, active = well fitted curve in the direction sought with a large enough effect; inconclusive = small, poorly fitted or top-dose-only effect, or another doubt; inactive = no such curve, though single readings can be large; an effect the other way counts as inactive or inconclusive. % is set by controls: 0 for no effect and ±100 for the full control effect; potency is the fitted concentration of half-maximal effect. This is a subset (hit frequency here may not be typical).

mol | UDG counter | AID inh
CNC(=O)c1cc(Nc2nnc(-c3ccc(O)cc3)c3ccccc23)ccc1OC | -1% | -16%
COC(=O)c1ccc(CNC(=O)C(C)(C)c2ccccc2)cc1 | 6% | -6%
Cc1ccc(S(=O)(=O)NCC2CCC(C(=O)NCCCOC(C)C)CC2)cc1 (stereo not drawn) | -20% | 4%
CCc1ccccc1OCCSc1nc(-c2cccs2)nc2cc(=O)[nH]n12 | -11% | ?
CC(NC(=O)CSc1n[nH]c(-c2ccccc2Cl)n1)c1nc2ccccc2n1C (stereo not drawn) | ? | 3%
COc1cccc(C(c2sc3nc(-c4ccco4)nn3c2O)N2CCC3(CC2)OCCO3)c1 (stereo not drawn) | 1%[57.5 µM] | 41%[activator]
Cc1cccc(NC(=O)C2CCN(S(=O)(=O)c3ccc4c(c3)CCCN4C(=O)C3CCC3)CC2)c1 | -7% | -23%
O=C(COc1ccc(F)cc1)Nc1nnc(SCc2cc(=O)n3ccccc3n2)s1 | 10% | 26%
CCN(CC)C(=O)c1sc2c(c1C)c(=O)n(Cc1ccccc1)c(=O)n2CC(=O)Nc1ccc(OC)cc1 | 9% | -19%
O=Cc1[nH]c2ccccc2c1Cl | -2% | -10%
COc1cccc(N2CCN(C(=O)c3cc4c(s3)-c3ccccc3OC4)CC2)c1 | 0% | -6%
CSC1=N/C(=C\C=C\c2ccco2)C(=O)S1 | 6% | -19%
O=S(=O)(c1ccc(Br)cc1Cl)N1CCNCC1 | -3% | -14%
O=C(Nc1cccc2[nH]ccc12)C(=O)NC(c1ccccc1)c1ccccc1 | -5% | 5%
CC(=O)Nc1ccc(-n2cc3c(c2-c2ccc(C)cc2)c(=O)n(C)c(=O)n3C)cc1 | 2% | ?
CC(C)c1ccc(C(=O)CC2(O)C(=O)N(CCc3ccccc3)c3ccc(Cl)cc32)cc1 (stereo not drawn) | 3% | -4%
CCN1CCN(C(=O)Cn2c(-c3cccs3)cc3cc(Cl)ccc32)CC1 | -1% | -1%
C[N+]1(CC[N+]2(C)CCCCC2)CCCCC1 | 2% | 6%
COc1ccc(-c2c(C)oc3cc(OC(=O)c4ccc5c(c4)OCO5)ccc3c2=O)cc1 | -6% | -5%
Cc1cc(C)c2nc(-c3ccccc3C)cc(C(=O)O)c2c1 | 2% | -1%
CC(C)CNC(=O)CSc1ncnc2ccccc12 | 8% | 13%
CCOc1cccc2cc(-c3nc4sc5c(c4c(=O)[nH]3)CCC(C(C)(C)C)C5)c(=O)oc12 (stereo not drawn) | 1%[57.5 µM] | -15%
Cc1ccc(NC(=O)COC(=O)c2cc(=O)c3ccccc3o2)c(Br)c1 | -1% | -9%
COc1ccc(NC(=O)c2sc3nc(C)c(C(=O)Nc4ccc(Cl)cc4)c(-c4ccc(Br)cc4)c3c2N)cc1 | -15% | ?
COC(=O)c1c(NC(=O)COc2cccc(C(F)(F)F)c2)sc2c1CCCC2 | -2%[57.5 µM] | -2%[57.5 µM]

Additional structures follow:
mol | UDG counter | AID inh
COc1ccc(C2=NC3(CCCCCC3)N(CC(=O)Nc3ccc(C)c(C)c3)C2=O)cc1 | -21% | ?
O=C(c1ccc(C2SCCS2)cc1)N1CCN(Cc2ccccc2)CC1 | -11% | -8%
Cc1c(-c2ccccc2)c1=O | -4% | 2%
Cc1ccc(NC(=O)C2CCN(S(=O)(=O)c3ccc(N4CCCC4=O)cc3)CC2)cc1Cl | -7% | -10%
COc1ccccc1N1CCN(c2nc3ccc(C)cc3n3nnnc23)CC1 | -4%[57.5 µM] | 7%
CCOc1ccccc1/C=C/c1onc(C)c1S(=O)(=O)N1CCC(C(=O)N2CCCCC2)CC1 | ? | 3%
COc1ccccc1Oc1ccc(NC(=O)Cn2ncc3ccc(OC)c(OC)c3c2=O)cc1 | -8% | 4%
CC(C)(C)c1ccc(C2(C)NC(=O)N(Cc3ncc(-c4ccccc4)o3)C2=O)cc1 (stereo not drawn) | -11% | -7%
COc1ccc(C)cc1NC(=O)C(Sc1nnnn1C1CCCC1)c1ccccc1 (stereo not drawn) | -1% | -19%
COc1ccc(-c2nsc3c2NC(=O)CC3c2cc(OC)c3c(c2OC)OCO3)cc1 (stereo not drawn) | -1% | 8%
CN1CCN(C(=O)c2cnn(-c3ccccc3)c2C2CCN(C(=O)OC(C)(C)C)CC2)CC1 | ? | 15%
N#Cc1cccnc1NCCNC(=O)c1cnc(-c2ccccc2)nc1 | -10% | -11%
COc1ccc(-c2c(NC(=O)c3ccco3)n(-c3ccccc3)nc(C)c2=O)cc1 | 5% | 3%
COc1cccc(Cn2c(=O)cc(C)c3c(C)nn(-c4ccc(C)cc4)c32)c1 | 13% | -21%
N#C/C(=C\c1cccc2ccccc12)c1nc2ccccc2[nH]1 | -8% | -10%
CCN(CC)c1ccc(NC(=O)CN(C)S(=O)(=O)c2cccc3nsnc23)c(C)c1 | -5% | 19%
COc1ccccc1C(=O)NCc1ccc2c(c1)CCN2C(=O)c1ccncc1 | 37%[activator] | 9%
Cc1ccc(OCC(=O)Nc2ccc(C(=O)OCc3cc(=O)n4nc(C5CC5)sc4n3)cc2)cc1 | -9% | 33%[activator]
CCCN(C(=O)Cn1nc(Cc2ccncc2)c2ccccc2c1=O)c1ccccc1C | -5% | ?
CC(=O)c1cccc(NC(=O)c2oc(=O)c3ccccc3c2-c2ccccc2)c1 | -14% | 2%
CCn1cc(CN(C)C(=O)c2cc3cc(Br)ccc3oc2=O)c(C)n1 | 3% | 4%
COCCCNC(=O)CCC(=O)N1Cc2ccccc2Oc2ncccc21 | 5% | -3%
Cc1cc2oc(=O)cc(CSc3nncn3C)c2cc1C | -7% | -1%
Cc1ccc(Cl)c(NC(=O)Nc2csc3c2CCCC3)c1 | -1% | -22%
COc1ccccc1N1CCN(C(=O)c2cnn(-c3ccc(C)c(C)c3)c2C2CCN(C(=O)OC(C)(C)C)CC2)CC1 | 19% | ?

Further compounds follow:
mol | UDG counter | AID inh
CCC(C)c1ccc(OCC(=O)Nc2ccc(-c3nc4ncccc4o3)cc2)cc1 (stereo not drawn) | 3% | 4%
COc1ccc(OC)c(CNc2sc3c(c2C(=O)Nc2cc(OC)ccc2OC)CCCC3)c1 | -6% | 14%
COc1ccc(Cl)cc1C(=O)Nc1ccc2oc(-c3ccc(C(C)(C)C)cc3)nc2c1 | 20% | -1%
CCOc1ccc(C(C)=O)cc1COc1ccccc1C#N | -7% | -9%
Cc1cccc(-c2cc(C(=O)NCc3ccncc3)c3ccccc3n2)c1 | -5% | -2%
COc1ccc(CNc2nc3c(-c4cccc(F)c4)nnn3c3ccccc23)cc1 | -7% | -4%
Cc1nc(-c2ccccc2)sc1-c1ccc(SCC(=O)NCc2ccccc2Cl)nn1 | 0% | -28%
CC(C)CN(CC(C)C)S(=O)(=O)c1ccc(C(=O)Nc2sc3c(c2C(N)=O)CC(C)(C)NC3(C)C)cc1 | -4% | 1%
CCC(C)NC(=O)Cn1ncc2c([nH]c3ccc(C)cc32)c1=O (stereo not drawn) | -5% | -8%
CC1Cc2cc(S(=O)(=O)NCCC(=O)Nc3cccc(C(F)(F)F)c3)ccc2N1C(=O)C1CC1 (stereo not drawn) | 1% | -2%
CC1(C)CC(NC(=O)CCc2ccco2)CC(C)(C)N1 | 2% | 6%
CC(Oc1ccc2ccc(=O)oc2c1)C(=O)Nc1ccc(F)cc1 (stereo not drawn) | -3% | -3%
CC(C)(C)OC(=O)N1CCC(c2c(C(=O)N3CCN(c4ncccn4)CC3)cnn2-c2cccc(F)c2)CC1 | -17% | -8%
O=C(CCCCc1nc2ccccc2s1)NC1CCCCCC1 | -14% | -9%
CCNc1c(NC(=O)Nc2ccc(F)cc2)c(=O)oc2ccccc12 | 0% | -9%
C/C(CC(=O)Nc1ccc(Cl)cc1)=N\NC(=O)C1CCCCC1 | 10% | 4%
Cc1ccccc1CNC(=O)CCS(=O)(=O)c1cc2c3c(c1)CCN3C(=O)CC2 | -3% | 31%[activator]
COCCn1c(C)cc(-c2csc(NCc3ccccc3OC)n2)c1C | 8% | 48%[activator]
CCc1ccc(C(=O)CC2(O)C(=O)Nc3ccc(F)cc32)cc1 (stereo not drawn) | -3% | -8%
COc1cc(CNC(=O)C23CC4CC(CC(C4)C2)C3)ccc1OC(F)F | -5% | -12%
O=C(COc1ccccc1F)Nc1ccc2oc(-c3cccc(Cl)c3)nc2c1 | -7% | 53%[activator]
O=C(NC(C1CC1)C1CC1)c1cccnc1 | -7% | 1%
COc1ccc(-n2c(SCC(=O)NCc3ccccc3)nc3c([nH]c4ccccc43)c2=O)cc1 | 8% | 0%
COc1ccc(Nc2ccccc2NC(=O)c2ccc3c(c2)NC(=O)CCS3)cc1 | -11% | 2%
CN(Cc1ccccc1)C(=O)CCCc1c[nH]c2ccccc12 | 0% | -7%

The closing 6 entries of the section before are carried over, then new ones follow:
canonical_smiles | UDG counter | AID inh
COc1cc(CNC(=O)C23CC4CC(CC(C4)C2)C3)ccc1OC(F)F | -5% | -12%
O=C(COc1ccccc1F)Nc1ccc2oc(-c3cccc(Cl)c3)nc2c1 | -7% | 53%[activator]
O=C(NC(C1CC1)C1CC1)c1cccnc1 | -7% | 1%
COc1ccc(-n2c(SCC(=O)NCc3ccccc3)nc3c([nH]c4ccccc43)c2=O)cc1 | 8% | 0%
COc1ccc(Nc2ccccc2NC(=O)c2ccc3c(c2)NC(=O)CCS3)cc1 | -11% | 2%
CN(Cc1ccccc1)C(=O)CCCc1c[nH]c2ccccc12 | 0% | -7%
CC(C)CC(NC(=O)Cc1n[nH]c(=O)c2ccccc12)c1ccccc1 (stereo not drawn) | 5% | 5%
CCOc1ccc(C(=O)N[C@H](C(=O)O)C(C)C)cc1 | -10% | 5%
CCCNC(=O)CNC(=O)c1ccc2ccccc2n1 | -10% | 1%
Cc1ccc(SCC(=O)Nc2cccc(-c3nc4cc(Cl)ccc4o3)c2C)cc1 | -3% | 48%[activator]
CCN(CCCNC(=O)c1cc2c(=O)[nH]c3ccc(C)cc3c2s1)c1ccc(C)cc1 | 5% | 10%
Cc1ccc(C(=O)Nc2ncn(CC(=O)NCc3ccccc3C)n2)cc1 | -14% | -14%
COc1cc(/C=C(/C#N)C(=O)C(C)(C)C)ccc1OCc1ccc(Cl)cc1 | -10% | -9%
CC(NC(=O)c1ccco1)C(=O)Nc1nc(-c2cccc3ccccc23)cs1 (stereo not drawn) | -2% | -8%
Cc1ccc(-c2cn3c(n2)sc2cc(C(=O)NC4CCCCC4)ccc23)cc1 | 2%[57.5 µM] | -3%
O=C(Nc1nnc(S(=O)(=O)N2CCOCC2)s1)c1ccccc1Cl | 2% | -11%
COc1ccc(Nc2cc(C)nc3nc(-c4ccccc4C)nn23)c(OC)c1 | -6% | -25%
Cc1ccc2oc(=O)c3cc(C(=O)N4CCN(c5ccccc5)CC4)sc3c2c1 | -1% | -9%
CN(c1ncnc2c1c(-c1ccccc1)cn2-c1cccc(Cl)c1)C1CCCCC1 | -3%[57.5 µM] | -2%
C/C(=N\NC(=O)CCc1ccccc1)c1ccc(C)cc1C | -2% | -8%
CC(=O)c1cc(CC#N)cs1 | -10% | 11%
CCCCOC(=O)c1ccc(NC(=O)c2csnn2)cc1 | 14% | 31%[activator]
COc1cccc(NC(=O)CSc2nnc3scc(-c4ccc(Cl)cc4)n23)c1 | ? | 15%
Fc1ccc(-n2nc(-c3ccccc3)c3cnc4ccccc4c32)cc1Cl | -15% | -2%
CC(C)OCc1ccccc1CNS(=O)(=O)c1cc(F)cc(F)c1 | 0% | -7%
CCOc1ccccc1NC(=O)Nc1nnc(N2CCCCCC2)s1 | 7% | -1%
CCCOC(=O)CSc1nnc(-c2ccccc2)o1 | -1% | -14%
O=C(NC12CC3CC(CC(C3)C1)C2)C1CCCO1 (stereo not drawn) | 1% | 2%
CCOCC(=O)Nc1nc2c(s1)C(=O)CC(C)(C)C2 | -6% | -12%
O=c1oc2ccccc2cc1-c1nc(-c2ccc(Cl)cc2)no1 | -2% | -4%
CCc1[nH]c2ccc(C(=O)O)cc2c1C | -1% | -3%

New compounds follow
canonical_smiles | UDG counter | AID inh
Cc1ccc(Cl)c(OCc2n[nH]c(=S)n2CC2CCCO2)c1 (stereo not drawn) | -6% | -12%
CSc1ccc(CN(C)C(=O)NCc2ccc(S(=O)(=O)N3CCCCC3)cc2)cc1 | -8% | -14%
O=c1cc(CSc2nnc(NC3CC3)s2)c2ccc(O)cc2o1 | 2% | -3%
CC(=O)c1ccc(NC(=O)CN2CCN(c3nc(-c4ccco4)c4c(c3C#N)CCC4)CC2)cc1 | -13% | -10%

Single records, from the list above:
`CCc1[nH]c2ccc(C(=O)O)cc2c1C` is listed as UDG counter: -1%; AID inh: -3%
`COc1ccc(C2=NC3(CCCCCC3)N(CC(=O)Nc3ccc(C)c(C)c3)C2=O)cc1` is listed as UDG counter: -21%; AID inh: ?
`O=C(CCCCc1nc2ccccc2s1)NC1CCCCCC1` is listed as UDG counter: -14%; AID inh: -9%
